Compound activity (PubChem BioAssay)
B2AR arrestin: qHTS assay of beta-arrestin-biased ligands of beta2-adrenergic receptor; Beta-2 adrenergic receptor (Homo sapiens), P07550; beta-arrestin recruitment to beta2AR, cell-based reporter; Potency, µM (series often up to 46.1 µM), without a hit: at the highest dose activation, actives largely listed as activators; hit rate 0.02% among 330,000;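 note: potency is the fitted concentration of half-maximal effect; 0% = DMSO controls and full agonism = EC100 isoproterenol or metaproterenol; nearly all actives have a fitted effect of over 65% in size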
Target sequence (P07550 whole entry, looked up): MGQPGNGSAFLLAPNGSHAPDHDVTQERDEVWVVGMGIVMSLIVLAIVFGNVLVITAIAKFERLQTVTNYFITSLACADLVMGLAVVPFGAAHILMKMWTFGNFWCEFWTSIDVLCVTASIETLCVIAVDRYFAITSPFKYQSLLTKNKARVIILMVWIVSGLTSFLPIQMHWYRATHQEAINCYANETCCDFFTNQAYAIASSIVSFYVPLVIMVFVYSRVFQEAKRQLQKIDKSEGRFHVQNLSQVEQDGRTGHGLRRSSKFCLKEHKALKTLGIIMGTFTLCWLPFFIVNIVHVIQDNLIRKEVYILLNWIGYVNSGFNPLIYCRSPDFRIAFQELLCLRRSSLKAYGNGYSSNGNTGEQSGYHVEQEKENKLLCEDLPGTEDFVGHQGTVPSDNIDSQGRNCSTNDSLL
PKM2 activator: qHTS Assay for Activators of Human Muscle isoform 2 Pyruvate Kinase; purified PKM2, Kinase-Glo ATP luminescence, activation; response scale: 0% is enzyme alone, no compound; Potency, µM (highest dose often 57.5 µM), without a hit: at the highest dose activation, actives largely listed as activators; hit rate 0.34% among 260,000; note: potency is the fitted concentration of half-maximal effect; % is set by controls: 0 for no effect and ±100 for the full control effect; nearly all actives have a fitted effect of over 55% in size
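ATP formation by purified human PK-M2, quantified via coupled luciferase luminescence after 1 h at room temperature with 0.1 mM ADP and 0.5 mM PEP final.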
Tb PFK block: qHTS Assay to Find Inhibitors of T. brucei phosphofructokinase | T. brucei PFK, ADP-Glo luminescence | Potency, µM (highest dose often 57.5 µM), for the others: at the highest dose activity, negative = inhibition, usual class: inhibitors | hit rate 0.17% among 330,000;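 note: potency is the fitted concentration of half-maximal effect; 0% = uninhibited 1x PFK enzyme wells and -100% = no-enzyme wells; nearly all actives have a fitted effect of over 60% in size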
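1.25 nM PFK with 0.5 mM F6P and 0.1 mM ATP in 0.1 M TEA pH 8.0, 5 mM MgCl2, incubated 45 min at room temperature; ADP measured by ADP-Glo luminescence; compounds titrated up to 57 uM.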
ASM inhibitor: Inhibitors of Secretory Acid Sphingomyelinase (S-ASM): qHTS. hit rate 0.006% among 340,000. Potency, µM (highest dose often 57.5 µM), for inactives: top-dose activity change, negative = inhibition, hits mostly inhibitors. placental ASM, HMU-PC fluorogenic substrate, 60 min. AID 504937, 2011; note: potency is the fitted concentration of half-maximal effect
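Fluorescence read-out (Ex 386 nm, Em 447 nm) after stopping the reaction at pH 10. Enzyme: ASM from human placenta; substrate HMU-PC0, 9 uM final; 60 min, 37 °C. Compound preincubation 10 min, ambient temperature.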
GALK inh: qHTS Assay for Inhibitors of Human Galactokinase (GALK); P51570; Purified GALK, Kinase-Glo residual ATP luminescence; Potency, µM (titrated, usually from 57.5 µM), for the others: top-dose activity change, negative = inhibition, actives largely listed as inhibitors; hit rate 0.007% among 270,000; note: potency is the fitted concentration of half-maximal effect; % is set by controls: 0 for no effect and ±100 for the full control effect
Target sequence (P51570 whole entry, looked up): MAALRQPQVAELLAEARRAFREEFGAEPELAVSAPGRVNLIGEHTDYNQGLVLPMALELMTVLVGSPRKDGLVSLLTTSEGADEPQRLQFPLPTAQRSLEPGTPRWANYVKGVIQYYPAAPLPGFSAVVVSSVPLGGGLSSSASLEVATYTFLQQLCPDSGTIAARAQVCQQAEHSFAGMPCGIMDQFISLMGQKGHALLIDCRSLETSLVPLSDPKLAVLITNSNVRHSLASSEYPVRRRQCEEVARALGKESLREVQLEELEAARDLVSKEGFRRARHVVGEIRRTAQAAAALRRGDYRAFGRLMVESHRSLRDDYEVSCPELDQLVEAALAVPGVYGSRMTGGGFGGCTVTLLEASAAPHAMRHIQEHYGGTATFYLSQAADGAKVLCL
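ATP-depletion format; final 35 uM ATP, 100 uM D-galactose, 5 nM enzyme; pH 8.0 HEPES/Mg2+ buffer; 60 min RT; luminescence read 10 min after detection reagent.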
Giardia kill: Small Molecules that selectively kill Giardia lamblia: qHTS | Giardia lamblia trophozoite viability | activity change, % at 7.66 µM, hits read low | hit rate 0.15% among 340,000; in the data active = activity change below about -80%; inconclusive = between about -30% and that limit;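 note: parasites exposed to compound for two days anaerobically before the ATP read; % is set by controls: 0 for no effect and ±100 for the full control effect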
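Compounds were tested on trophozoites seeded at 100 cells/well and held 48 hrs at 37 deg C anaerobically. An ATP-based luminescent kit measured the remaining live cells.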
PTAP TSG101 blk: qHTS Assay for Iinhibitors of HIV-1 Budding by Blocking the Interaction of PTAP/TSG101; 340,000 tested, under 10 active; Potency, µM (series often up to 115 µM), for inactives: at the top dose activity change, negative = inhibition, actives largely listed as inhibitors; Tumor susceptibility gene 101 protein (Homo sapiens), Q99816; Fluorescence polarization, FITC-PTAP peptide / Tsg101 binding; active = well fitted inhibition curve with a large enough effect in the main read-out, with a control signal flat, not every such curve was filed as active; inconclusive = small, poorly fitted or top-dose-only effect, or effect the other way, or a change in a side signal; inactive = no such curve, though single readings can be large or run the other way; note: potency is the fitted concentration of half-maximal effect; % of control where 0% means no effect
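Fluorescence anisotropy tracks displacement of a FITC-tagged PTAP peptide (50 nM) from the Tsg101 binding domain (10 uM), following a 20 min room-temperature incubation at pH 7.5.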
FBPA coupling cs: qHTS Assay for Inhibitors of Fructose-1,6-bisphosphate Aldolase from Giardia Lamblia: Coupling assay counterscreen | activity change, negative = inhibition, % at 58.2 µM, hits read low | hit rate 0.67% among 290,000 | coupling enzyme system counterscreen, AmpLite Red fluorescence | AID 2472, 2010; in the data active = activity change below about -30%; note: % is set by controls: 0 for no effect and ±100 for the full control effect
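Activity here indicates interference with the coupling reaction, not aldolase inhibition. Compounds at 57.5 uM final met coupling enzymes for 10 min at RT; substrate and AmpLite Red detection followed, with a 525/598 nm fluorescence read after 20 min.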
Integrin act MD: qHTS for Activators of Integrin-Mediated Alleviation for Muscular Dystrophy; alpha7betagal myoblasts, beta-gal FDG fluorescence, 48 h; Potency, µM (series often up to 38.3 µM), for the others: top-dose activation, actives largely listed as activators; hit rate 0.064% among 350,000; AID 624291, 2012;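 note: potency is the fitted concentration of half-maximal effect; 100% = response of the positive control SU9516; nearly all actives have a fitted effect of over 60% in size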
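alpha7betagal+/- myoblasts (passage 13, 250/well) treated 48 h at 37C with compounds at 1:260 dilution of DMSO stock. Lysed, then beta-galactosidase activity read as FDG fluorescence (ex 480/em 540) after 30 min, with pre-read for autofluorescence.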
Menin-MLL TR inh: qHTS Assay for Inhibitors Targeting the Menin-MLL Interaction in MLL Related Leukemias: Competition With Texas Red Labeled MLL-derived Mutant Peptide | Menin + Texas Red MLL mutant peptide, fluorescence polarization | Potency, µM (top dose mostly 61.6 µM), for the others: at the highest dose FP activity change, negative = inhibition, usual class: inhibitors | hit rate 0.23% among 270,000 | AID 1768, 2009; active = well fitted inhibition curve with a large enough effect in the polarisation, with a control signal flat, not every such curve was filed as active; inconclusive = small, poorly fitted or top-dose-only effect, or effect the other way, or a change in a side signal; inactive = no such curve, though single readings can be large or run the other way; the % refers to the polarisation; note: potency is the fitted concentration of half-maximal effect; % of control where 0% means no effect; many of its hits are not listed in these tables
Chronic BCR inh: qHTS Assay to Find Inhibitors of Chronic Active B-Cell Receptor Signaling | Potency, µM (highest dose often 46.1 µM), for inactives: top-dose ratio change, negative = lower green/red ratio, actives largely listed as inhibitors | AID 493014, 2011 | hit rate 0.05% among 340,000 | ABC-DLBCL IkBa-CBG/CBR reporter, luminescence ratio, 4 h; active = well fitted inhibition curve with a large enough effect in the signal ratio, with a control signal flat, not every such curve was filed as active; inconclusive = small, poorly fitted or top-dose-only effect, or effect the other way, or a change in a side signal; the % refers to the signal ratio;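 note: potency is the fitted concentration of half-maximal effect; plate controls were basal doxycycline-induced cells for no effect and cells given 10 µM MG132 for full effect; MG132 reads +100%, hits lower the ratio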
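Concentration-response series (up to 46 uM) were applied to TMD8 dual-reporter cells for 4 h at 37C with doxycycline. Green/red ratio, after filter-overlap correction, defined %Activity; red signal alone was normalised to basal cells and zero luminescence.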
Starred values were filed as active, the others as inactive; ? = inconclusive; . = not tested or not shown; [ ] = another dose, or the depositor's remark. Unless noted, calls come from the whole dose curve; as a rule, active = well fitted curve in the direction sought with a large enough effect; inconclusive = small, poorly fitted or top-dose-only effect, or another doubt; inactive = no such curve, though single readings can be large; an effect the other way counts as inactive or inconclusive. The list is partial; rates above refer to the full screens.

SMILES	B2AR arrestin	PKM2 activator	Tb PFK block	ASM inhibitor	GALK inh	Giardia kill	PTAP TSG101 blk	FBPA coupling cs	Integrin act MD	Menin-MLL TR inh	Chronic BCR inh
CC(C)=CCOc1ccc2c(C)c(CC(=O)N3C[C@H]4C[C@@H](C3)c3cccc(=O)n3C4)c(=O)oc2c1C	-0.5%	-8%	-2%	454%[activator]	.	-11	0%	1	2%	-13%	-3%
COc1ccc(NC(=O)c2c(Cl)n(C)c3ccccc23)cc1	-0.2%	-4%	-1%	-11%	2%	0	-1%	3	-39%[inhibitor]	-2%	-6%
CCOc1ccccc1C(=O)Oc1ccc2ccc(=O)oc2c1	0.1%	-2%[11.5 µM]	6%	.	-3%	-16	0%	-1	34%	4%	-7%
CCn1cc(C(=O)NCc2cccc(C(F)(F)F)c2)c(=O)c2ccc(C)nc21	-0.4%	.	-7%	0%	4%	-2	0%	1	-21%	-16%	5%
CCOC(=O)c1c(C)nc2sc3c(=O)n(-c4ccc(C(C)=O)cc4)nnc3c2c1-c1ccc(Cl)cc1	-0.9%	-10%	-3%	-13%	-1%	32[activator]	-3%	9	-16%	3%	-4%
O=C(CCn1c(=O)[nH]c2ccsc2c1=O)N1CC(=O)N(CCc2ccccc2)C(=O)C1	-0.6%	7%	3%	-4%	-1%	0	-3%	2	19%	6%	-9%
Cc1ccccc1CCN1CCCC(CN(C)C(=O)C(=O)c2ccco2)C1 (stereo not drawn)	-0.4%	-1%	6%	-6%	-5%	-8	2%	1	8%	-23%	0%
COCCN(C(=O)CCN1C(=O)C2CC=CCC2C1=O)c1c(N)n(CC(C)C)c(=O)[nH]c1=O (stereo not drawn)	0.0%	.	-5%	5%	.	24	-5%	.	-20%	.	0%
C/C(=N\NC(=O)CNC(=O)c1cccnc1)c1cccc(O)c1	0.5%	.	2%	6%	.	20	0%	-1	15%	-14%	1%
COc1ccc(Cc2nnc(SC)[nH]c2=O)cc1	-0.2%	-8%	-2%	1%	-2%	-5	0%	12	-1%	4%	?
N#Cc1c(NC(=O)CSc2nnc(-c3ccccc3O)n2-c2ccccc2)sc2c1CCCC2	-0.1%	-14%	-10%	-3%	-2%	-4	-5%	-1	21%	-4%	?
CCOc1ccc(NC(=O)CN(C)CC(=O)NC(C)c2ccccc2)cc1OCC (stereo not drawn)	0.3%	0%	-4%	0%	1%	-22	-1%	0	-3%	-2%	?
COc1ccc(Cl)cc1N(CC(=O)NCCSCc1ccccc1)S(C)(=O)=O	0.3%	1%	1%	0%	-1%	24	0%	2	11%	9%	2%
Cc1ccc(Cn2c(NCCCn3ccnc3)nc3c2c(=O)n(C)c(=O)n3C)cc1	0.5%	0%	-6%	4%	5%	4	-3%	4	0%	3%	3%
O=C(CN1C(=O)NC(c2ccccc2)(c2ccccc2)C1=O)NC1CCCCC1	0.3%	.	3%	5%	.	6	0%	.	8%	.	5%
O=C(Nc1ccc2c(c1)oc1ccccc12)c1ccc(Br)o1	-0.4%	20%	-23%	-2%	0%	12	-2%	0	-15%	?	-19%
Cc1nn(C(C)C(=O)N/N=C/c2ccc(N(C)C)cc2)c(C)c1[N+](=O)[O-] (stereo not drawn)	-0.6%	6%	6%	-2%	-2%	-1	5%	-3	-20%	.	-16%
Cc1ccc(/C(C#N)=C\c2ccc(N3CCOCC3)o2)cc1	-0.2%	2.8µM*	-16%	-23%	-1%	2	11%	-25	-44%	-4%	?
CNC(=O)c1ccc(-c2ccc(F)cc2)s1	-0.8%	-5%	-6%	4%	5%	8	0%	-5	13%	5%	?
NC(=O)CSc1cn(Cc2ccc(F)cc2)c2ccccc12	0.4%	4%	-2%	8%	3%	-11	-6%	-8	-11%	-11%	1%
COc1ccc(CN2CCNC(=O)C2CC(=O)N(Cc2nccn2C)C(C)C)c(OC)c1 (stereo not drawn)	-0.4%	-4%	2%	4%	0%	-15	-4%	0	-11%	.	6%
Cc1ccc(S(=O)(=O)N(C)c2ccc(C(=O)NCc3ccccn3)cc2)cc1	-0.5%	20%	0%	4%	1%	-7	0%	0	44%	-6%	0%
Cc1nc(N2CCN(c3ccccn3)CC2)c2c(C)c(C(=O)Nc3c(F)cc(F)cc3Br)sc2n1	0.5%	3%	3%	-8%	-1%	-7	-2%	0	5%	11%	?
COCCN1C(=O)c2oc3ccccc3c(=O)c2C1c1ccc(C(=O)OC)cc1 (stereo not drawn)	0.0%	-4%	-6%	-1%	-3%	-6	1%	0	14%	0%	-1%
COc1ccc(OC)c(C2SCCN2S(=O)(=O)c2cccc(C(F)(F)F)c2)c1 (stereo not drawn)	-1.0%	1%	-1%	1%	0%	1	1%	-4	-37%	22%	1%
O=C(CSc1nc2ccccc2o1)Nc1nc2ccc(Br)cc2s1	0.0%	2%	0%	-3%	0%	2	-4%	1	24%	?	?
O=C(OCC(=O)N1CCc2ccccc21)c1ccccn1	-0.4%	0%	-26%	1%	5%	12	-1%	0	30%	1%	?
CC(=O)Oc1ccc(-c2nc(-c3cccnc3)no2)cc1	-0.4%	-46%	-2%	-1%	2%	-14	-4%	0	-9%	2%	?
COC(=O)c1sccc1NC(=O)COc1ccc(F)cc1Cl	-0.3%	-3%	2%	-4%	0%	-2	0%	0	12%	0%	-7%
CC(C)[C@H](NC(=O)c1ccccc1)C(=O)OCC(=O)Nc1ccc(S(=O)(=O)N2CCOCC2)cc1	0.1%	.	-3%	5%	.	5	-1%	.	19%	.	-2%
CC(C)C[C@H](NC(=O)c1nc[nH]c1C(=O)NCc1ccc(CNC(=O)OC(C)(C)C)cc1)C(=O)OC(C)(C)C	-1.0%	-1%	-1%	-1%	.	11	-16%	-6	-34%	6%	?
Cc1c(Br)c(C(F)(F)F)nn1CC(=O)NCc1ccco1	0.6%	1%	-13%	-1%	-2%	-1	-3%	0	11%	-16%	?
S=C(NN=C(C1CC1)C1CC1)Nc1ccccc1	-1.0%	-26%	-2%	3%	-1%	-2	-2%	-1	-6%	19%	?
CCOc1ccccc1OCC(=O)OCC(=O)NNC(=O)c1ccc([N+](=O)[O-])cc1	-0.4%	0%	3%	-1%	-2%	-12	.	5	-1%	8%	3%
C=C(C)c1cccc(C(C)(C)NC(=O)Nc2cccnc2)c1	-0.6%	2%	1%	2%	0%	-23	-1%	3	31%	21%	-3%
COc1ccc(/C=N/NC(=O)CN(C2=NS(=O)(=O)c3ccccc32)c2ccccc2)cc1	0.1%	8%	-3%	1%	0%	20	1%	3	26%	10%	-1%
COC(=O)C1=C(C(=O)OC)C(c2cc(Cl)ccc2O)c2sc(=O)[nH]c2S1 (stereo not drawn)	-0.3%	12%	1%	6%	0%	0	-6%	.	-15%	17%	-1%
Cc1ccc(S(=O)(=O)Cc2ccc(C(=O)O)o2)cc1	-0.4%	-4%	-8%	0%	1%	-16	-1%	1	17%	4%	-1%
COc1ccc(C(CNC(=O)CCNS(=O)(=O)c2ccc(Br)cc2)N2CCCC2)cc1 (stereo not drawn)	0.0%	.	3%	7%	.	1	-4%	.	-11%	.	0%
C/C(Cc1nnn(-c2cc(C)on2)n1)=N\O	-0.3%	-4%	-2%	6%	1%	13	4%	1	25%	.	-5%
CC(=O)Nc1ccc2nc(NC(=O)c3cccnc3)sc2c1	-0.1%	-11%	-1%	17%	4%	35[activator]	-1%	2	3%	-2%	?
CC1CCCC(NC(=O)COC(=O)c2ccc([N+](=O)[O-])s2)C1C (stereo not drawn)	-0.2%	.	2%	-2%	.	?	-5%	.	-4%	.	0%
